Screening results (PubChem BioAssay)
PrPC surface inh – inhibitors of human cell surface prion protein PrPC. P04156. TR-FRET read-out. inhibition, % at 13.8 µM. hit rate 0.43% among 370,000. AID 720596; in the data active = inhibition above about 24%; note: 0% = median of the test wells and 100% = reference compound wells
An asterisk follows results filed as active; & = joins results of further samples.

structure | PrPC surface inh
Cn1cc(C2(c3c[nH]c4ccccc34)CCN(C(=O)OC(C)(C)C)CC2)c2ccccc21 | 1
O=C(CNCc1ccccc1[N+](=O)[O-])N1CCC2(CC1)OCCO2 | -6
CC(Cl)C(=O)N1CCC(C(=O)NCC2COc3ccccc3O2)CC1 (stereo not drawn) | -9
Cc1cc2c(c(=O)o1)[C@@]1(C(=O)N(C)c3ccccc31)C1=C(CC(C)(C)CC1=O)O2 | -3
COC(=O)[C@@]12CCCCC3=C1N(CCC3)C(=O)[C@H]2CC(=O)NCc1cccc2ccccc12 | 0
O=C(Cc1c[nH]c2ccccc12)Nc1ccc(Nc2cccnc2)c(-c2ccc(F)c(F)c2)c1 | 3
COC(=O)[C@@H]1N=C(c2ccc(OC)cc2)O[C@]12C(=O)N(Cc1cn(-c3ccccc3)nn1)c1cccc(Cl)c12 | -4
CCOc1ccccc1NC(=O)c1cc2c(C)nn(-c3ccccc3)c2s1 | 1
CCCC1CCC2(CC1)CCC2OC(=S)NCc1cccc(OC)c1 (stereo not drawn) | 1
Cc1ccc(S(=O)(=O)N(C)[C@H]2C[C@H]3c4cc(-c5ccc6c(c5)OCO6)ccc4CCN3C[C@H]2[C@H](C)O)cc1 | -6
CCOc1ccc(-n2c(SCC(=O)Nc3ccccc3-c3ccccc3)nnc2-c2cccs2)cc1 | 9
CC(C)(C)NC(=O)C(c1ccccc1F)n1c(=O)c(-c2ccco2)nc2ccccc21 (stereo not drawn) | 2
COc1ccc(C2=Nc3ccccc3N(C(=O)Cc3cc(OC)cc(OC)c3)C2C(=O)NC(C)C)cc1 (stereo not drawn) | -10
COc1ccc(C(C(=O)NC2CCCCC2)n2c(=O)c(-c3cc4ccccc4[nH]3)nc3ccccc32)cc1 (stereo not drawn) | 4
CCCCCCCCN1C(=O)[C@H](CC(=O)N2CCC(c3ccccc3)CC2)C[C@@]2(C(=O)OC)CC(C)(C)CC=C12 | -4

structure | PrPC surface inh
CC(C)CCP(=O)(O)O | -2
COC(=O)c1cc(S(=O)(=O)N2CCN(C(C)=O)CC2)cn1C | 8
COc1ccccc1NC(=O)OC1CCC12CCCCC2 (stereo not drawn) | -6
CCOC(=O)[C@]12CCCC=C1N(CCC1=CCCCC1)C(=O)[C@H](CC(=O)N1CCCCC1)C2 | 12
COC(=O)C[C@H]1CC[C@H](NC(=O)c2ccc(F)cc2)[C@@H](CO)O1 | 4
Nc1nc2c(ncn2[C@@H]2O[C@H](C(=O)NCC(F)(F)F)[C@@H](O)[C@H]2O)c(=O)[nH]1 | -1
CC(=O)c1cccc(NC(=O)c2cnn3c(C)cc(C)nc23)c1 | -10
C#CCNC(=O)C[C@@H]1C(=O)N(CC=C)C2=CCCCC[C@]21C(=O)OC | 2
CCOc1ccc(-n2c(SCC(=O)Nc3ccc(S(=O)(=O)Nc4cc(C)nc(C)n4)cc3)nnc2-c2cccc(C)c2)cc1 | 11
COc1ccccc1Cc1c(C2CCCCC2)nc2c(C)cc(Br)cn12 | -5
COC(=O)c1cc(-c2cccs2)c(=O)n2c1CCC2 | -17
COC(=O)[C@]12C[C@H](CC(=O)NCC34CC5CC(CC(C5)C3)C4)C(=O)N(Cc3ccccc3)C1=C[C@H](C(C)(C)C)O[C@@H]2C | 3
CCc1c(-c2ccccc2F)ncn1Cc1cccc(-c2ccccc2)c1 | 15
COc1cccc(Cn2ncc3c4sc(S(C)=O)cc4n(C)c3c2=O)c1 (stereo not drawn) | 7
OC1CN2CCC(O)C2C(O)C1O (stereo not drawn) | 0

structure | PrPC surface inh
Cc1cc(C)cc(NC(=O)NC2CCN(S(=O)(=O)c3ccc(F)cc3)CC2)c1 | 6
COC(=O)C1CCCN(C(=O)C2CCN(S(=O)(=O)c3ccc([N+](=O)[O-])cc3)CC2)C1 (stereo not drawn) | -38
CCOC(=O)[C@@]12CCC3=C1N(CCC3)C(=O)[C@H](CC(=O)NCCc1ccccc1OC)C2 | -5
O=C(Cc1ccccc1Cl)NCCN1C(=O)C2C3C=CC(C3)C2C1=O (stereo not drawn) | 7
CCc1c(-c2cccc(F)c2)ncn1CCc1ccccc1OC | 3
Nc1ccn([C@@H]2O[C@H](C(=O)N3CCN(C(=O)C(F)(F)F)CC3)[C@@H](O)[C@H]2O)c(=O)n1 | -3
CC(C)(C)N1C(=O)c2ccccc2NC(=O)C1C(=O)NCc1ccco1 (stereo not drawn) | -3
Cc1ccc(-c2cc(-c3nnc(SCC(=O)Nc4ccccc4-c4ccccc4)n3N)[nH]n2)cc1 | 4
Cc1cccc(C)c1NC(=O)C(c1ccccc1F)n1c(=O)c(-c2ccccc2)nc2ccccc21 (stereo not drawn) | 7
CN(C)c1cccc(/C=C2\CC3(OC(=O)c4ccc(Cl)cc4)CCCN2C3)c1 (stereo not drawn) | -4
O=C(NCc1cccs1)C1CCCN(S(=O)(=O)c2cccc3ccccc23)C1 (stereo not drawn) | 16
CCN(C(=O)[C@@H](C)[C@@H](O)c1ccc(Cl)cc1)c1ccccc1 | 7
Cc1cccc(C)c1NC(=O)C(c1ccccc1)n1c(=O)c(-c2ccccc2)nc2ccccc21 (stereo not drawn) | 10
O=C(NCC(F)(F)F)C1C(=O)Nc2ccccc2C(=O)N1C1CCCC1 (stereo not drawn) | 3
CC(=O)C1=C(C)N(Cc2ccc(Cl)cc2)C(=S)NC1c1ccc(F)cc1 (stereo not drawn) | 0

2 of these compounds, set out differently:
CCN(C(=O)[C@@H](C)[C@@H](O)c1ccc(Cl)cc1)c1ccccc1
  PrPC surface inh = 7

CN(C)c1cccc(/C=C2\CC3(OC(=O)c4ccc(Cl)cc4)CCCN2C3)c1 (stereo not drawn)
  PrPC surface inh = -4

The results go on.
structure | PrPC surface inh
CC(C)[C@@H](C)/C=C/[C@@H](C)[C@H]1CC[C@@H]2[C@]1(C)CCC1[C@]23C=C[C@]2(C[C@@H](O)CC[C@]12C)N(C(=O)Cc1ccccc1)O3 (stereo partly drawn) | 4
C[C@H]1[C@H](NC(=O)c2ccc(Cl)cc2)CC[C@@]23CCCN2C(=O)CCC[C@@H]13 | -5
CCOC(=O)C1=C(C)NC2=C(C(=O)CC(C)(C)C2)C1c1ccc2c(c1)OCO2 (stereo not drawn) | 0
COc1ccc(-c2cc(C(=O)N=Nc3c(O)[nH]c4ccccc34)[nH]n2)cc1 | -6
C=CCCC(=O)N1CCC(C(=O)NC2CCCc3ccccc32)CC1 (stereo not drawn) | 2
COC(=O)[C@]12C[C@H](CC(=O)NCc3ccc(C)o3)C(=O)N(CCc3ccc(OC)c(OC)c3)C1=C[C@H](C(C)C)O[C@@H]2C1CC1 | -6
N#Cc1cccc(C(=O)C(=O)N2CCC(c3ccccc3)CC2)c1 | 3
CCNC(=O)OC[C@H]1O[C@H](C#Cc2ccc(C(C)(C)C)cc2)C=C[C@H]1OC(C)=O | -6
COC(=O)[C@@]12C[C@@H](CC(=O)N3CCCCC3)C(=O)N(Cc3ccc4c(c3)OCO4)C1=CCC(C)(C)C2 | 10
CCN(CC)C(=O)CSc1nnc(-c2ccccn2)n1C | -6
COc1ccc(CCC[C@H](CCC(=O)N(c2ccccc2)c2ccccc2)CCc2ccccc2)cc1 | 3
C[C@@H](NC(=O)c1ccc(C#Cc2cccc(F)c2)cn1)C(C)(C)O | 0&-4
Cc1nccn1-c1ccc(NC(=O)[C@@H](Cc2ccccc2)NC(=O)[C@H]2O[C@@H](n3ccc(=O)[nH]c3=O)[C@H](O)[C@@H]2O)cc1 | 5
Cc1cccc(Cn2cc(COC(=O)N3CCOCC3)nn2)c1 | -7
COC(=O)Cc1c([C@H](C)[C@@H](OC)c2ccccc2Br)nnn1Cc1ccccc1 | 4

Arranged by count of non-hydrogen atoms (rising): three of the compounds above
structure | PrPC surface inh
COC(=O)Cc1c([C@H](C)[C@@H](OC)c2ccccc2Br)nnn1Cc1ccccc1 | 4
COC(=O)C1CCCN(C(=O)C2CCN(S(=O)(=O)c3ccc([N+](=O)[O-])cc3)CC2)C1 (stereo not drawn) | -38
CC(C)(C)NC(=O)C(c1ccccc1F)n1c(=O)c(-c2ccco2)nc2ccccc21 (stereo not drawn) | 2

Other records:
structure | PrPC surface inh
CC(C)CN1C(=O)[C@@]2(CC(=O)N(C)C2c2ccccc2)c2cc(-n3cc(-c4ccccc4)nn3)ccc21 (stereo partly drawn) | 0
CCCCCCCCN1C(=O)[C@@H](CC(=O)NCc2cccs2)C[C@@]2(C(=O)OC)C1=C[C@H](C1CCCC1)O[C@@H]2C | -6
CCNC(=O)OC[C@H]1O[C@H](C#Cc2ccc(C(C)(C)C)cc2)C=C[C@H]1O | 3
Cc1ccc(-n2c(SC/C=C/c3ccccc3)nnc2-c2ccco2)cc1 | 11
C[C@H]1[C@@H](N(C)C)CC[C@@]23CCCN2C(=O)CCC[C@@H]13 | -6
COCCN1Cc2cc(C(=O)OC)c3c(c2C1=O)c1cc(F)ccc1n3C(=O)c1ccccc1 | 5
O=C(c1cccc(F)c1F)N(Cc1ccccn1)CC1CCCO1 (stereo not drawn) | 5
C[C@@H]1C=CCCO[C@]12C(=O)N(CC1CC1)c1ccccc12 | -3
COC(=O)[C@]12C[C@H](CC(=O)NCc3cccc4ccccc34)C(=O)N(CCC3=CCCCC3)C1=C[C@H](C(C)(C)C)O[C@@H]2C | -5
COC(=O)c1ccc(Cn2ccc3ccc(-c4ccc5ccn(C(=O)c6cccc(OC)c6)c5c4)cc32)cc1 | 4
C=CCn1c(Cc2cccs2)nnc1SCC(=O)Nc1ccc(OCc2ccccc2)cc1 | 7
CCN(CC)CCCNC(=O)c1cc2cc(Cl)ccc2nc1N | -9
COc1ccc2cc(C3CC=C(CO)CN3S(=O)(=O)c3ccccc3[N+](=O)[O-])n(C(=O)OC(C)(C)C)c2c1 (stereo not drawn) | 1
C[C@H](NC(=O)OCc1ccccc1)P(=O)(O)O | 5
COc1ccc(/C=C2\CC3(OC(=O)C4CCCCC4)CCCN2C3)cc1 (stereo not drawn) | -1

Quoted from the listing, 2 compounds:
structure | PrPC surface inh
CC(=O)c1cccc(NC(=O)c2cnn3c(C)cc(C)nc23)c1 | -10
C#CCNC(=O)C[C@@H]1C(=O)N(CC=C)C2=CCCCC[C@]21C(=O)OC | 2

The listing picks up, starting 5 compounds before the break.
structure | PrPC surface inh
C=CCn1c(Cc2cccs2)nnc1SCC(=O)Nc1ccc(OCc2ccccc2)cc1 | 7
CCN(CC)CCCNC(=O)c1cc2cc(Cl)ccc2nc1N | -9
COc1ccc2cc(C3CC=C(CO)CN3S(=O)(=O)c3ccccc3[N+](=O)[O-])n(C(=O)OC(C)(C)C)c2c1 (stereo not drawn) | 1
C[C@H](NC(=O)OCc1ccccc1)P(=O)(O)O | 5
COc1ccc(/C=C2\CC3(OC(=O)C4CCCCC4)CCCN2C3)cc1 (stereo not drawn) | -1
CCOC(=O)[C@]12CCCC=C1N(Cc1ccccc1)C(=O)[C@H](CC(=O)NCCCOC)C2 | 7
CC(C)(C)OC(=O)/C=C/[C@@H](CC1CCCC1)Sc1ccc(C(C)(C)C)cc1 | 8
COC(=O)[C@]1(C#N)CC(=O)N(CC2CCCCC2)[C@@H]1c1ccccc1 | 2
Cc1ccc(S(=O)(=O)N2CCCc3nc(-c4ccccc4)ccc32)cc1 | 8
COc1ccc(C#CCNCc2ccc(OC)cc2OC)cc1 | -3
Brc1ccc(N2O[C@H]3C=C[C@@H]2C3)nc1 | 2
COCc1[nH]nc2c1C(c1ccc(C)cc1)NC2=O (stereo not drawn) | 0
O=S1(=O)C=CCN1Cc1cn(Cc2ccccc2)nn1 | 4
S=C(Nc1ccc(I)cc1)OC1CCC12CCC(c1ccccc1)CC2 (stereo not drawn) | 3
COc1ccc(CCNC(=O)Nc2ccc3c(c2)[C@]2(CC(=O)N(CC(C)C)C2c2ccccc2)C(=O)N3C)cc1OC (stereo partly drawn) | 5
FC(F)(F)Oc1cccc(Cn2ccc3ccc(-c4ccc5ccn(Cc6cccc(OC(F)(F)F)c6)c5c4)cc32)c1 | 6
C[C@@H]1COc2cc(Br)ccc2S(=O)(=O)N1Cc1cn(Cc2ccc(C(F)(F)F)cc2)nn1 | 5
COC(=O)C12C=C3CC(c4ccccc4)=C3C(=O)N1Cc1[nH]c3ccccc3c1C2 (stereo not drawn) | -11
C[C@@H]1CN(C(=O)OC(C)(C)C)CCN1c1ccc(Br)c(C#N)c1 | 5
CCOC1=C2[C@@H](CN(S(=O)(=O)c3ccccc3C)[C@H]2c2ccc(Cl)cc2)[C@H]2C(=O)N(C3CCCCC3)C(=O)[C@H]2C1 | 3

structure | PrPC surface inh
Cc1ccc(S(=O)(=O)N2C(c3ccccc3)CC(=O)C3CN(S(=O)(=O)c4ccc(Cl)cc4)C(c4ccccc4)CC32)cc1 (stereo not drawn) | -6
O=S1(=O)N[C@@H](Cc2ccccc2)COc2cc(NCCCN3CCOCC3)ccc21 | 4
COC(=O)C1CN(Cc2ccccc2)CCS(=O)(=O)N1Cc1ccccc1F (stereo not drawn) | 1
COc1ccc(N=C(N)NC(=O)OCc2ccccc2)cc1 | -2
O=C(CSc1nnc(-c2cccs2)o1)Nc1cccc2ccccc12 | -2
O=C(CSc1nc2sc3c(c2c(=O)n1-c1ccc(Cl)cc1)CCCC3)c1ccccc1Cl | -1
COC(=O)[C@]12C[C@H](CC(=O)N3CCN(C(=O)c4ccco4)CC3)C(=O)N(Cc3ccc(Cl)cc3Cl)C1=C[C@H](COCc1ccccc1)O[C@@H]2C | -15
Cc1ccccc1CN1CCCCC(NC(=O)c2ccccc2F)C1=O (stereo not drawn) | -10
C[C@@H]1OCN(C)[C@H]2C[C@H]3c4[nH]c5cccc(-c6cccc(F)c6)c5c4CCN3C(=O)[C@@H]12 | 3
COc1ccc(S[C@]2(C(=O)N3CCN(c4ncccn4)CC3)CC(=O)N(P(=O)(OC)OC)[C@@H]2c2ccc(OC)cc2)cc1 | 0
F[B-](F)(F)COCc1ccccc1C#Cc1ccccc1 | 24
COC(=O)C1=C(C)N(Cc2cccc(C(F)(F)F)c2)C(=NCc2ccccc2C(F)(F)F)NC1c1cccc(F)c1 (stereo not drawn) | 0

These rows are one share of the data; the hit share may differ from the screen's.
